SMARCA2 activ – activators of SMARCA2 function | MG213 cells, MMTV-luciferase reporter, dexamethasone, overnight | activation, % at 9.1 µM | actives 1% (n = 370,000) | AID 652017; in the data active = activation above about 7.8%;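 also: 0% = vehicle wells and 100% = reference activator wells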
PLCg1 inh – PLC-gamma1 (human) inhibition, primary screen; P19174; purified PLC-gamma1, fluorogenic substrate, fluorescence; inhibition, % at 12.2 µM; actives 0.84% (n = 370,000); AID 720700; in the data active = inhibition above about 9.5%
Rev-erbA mod – modulates human Rev-erb alpha binding to DNA; P20393; Rev-erbα–FITC-DNA binding, fluorescence polarization, 90 min; activity, % at 10 µM; actives 0.79% (n = 370,000);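 active = activity above about 14%, limit read from the data; passing the limit was not always enough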;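 also: 0% = DMSO wells with 35 nM protein and 100% = DMSO wells with 750 nM protein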
hcDAF-12 act – H. contortus DAF-12 activation, primary screen; HEK293 hcDAF-12 lit1-tk-luc reporter, luminescence; 0% DMSO, 100% Δ7-dafachronic acid; activation, % at 6.8 µM; actives 1.4% (n = 370,000); AID 652067;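 active = activation above the mean of all tested compounds plus 3 SD, cut at about 5.5% in these data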;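 also: 100% = response to 3 µM Δ7-dafachronic acid high control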
ADAM17 inh – inhibitors of human ADAM17 | recombinant ADAM17, EDANS/DABCYL FRET peptide cleavage | actives 0.83% (n = 370,000) | inhibition, % at 6.95 µM | P78536;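 active = inhibition above the mean of compounds lying between control limits plus 3 SD, set per campaign, cut at about 8.5% in these data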;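 also: 0% = DMSO-only wells as the low control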
Target sequence (P78536 215-824 limits assumed): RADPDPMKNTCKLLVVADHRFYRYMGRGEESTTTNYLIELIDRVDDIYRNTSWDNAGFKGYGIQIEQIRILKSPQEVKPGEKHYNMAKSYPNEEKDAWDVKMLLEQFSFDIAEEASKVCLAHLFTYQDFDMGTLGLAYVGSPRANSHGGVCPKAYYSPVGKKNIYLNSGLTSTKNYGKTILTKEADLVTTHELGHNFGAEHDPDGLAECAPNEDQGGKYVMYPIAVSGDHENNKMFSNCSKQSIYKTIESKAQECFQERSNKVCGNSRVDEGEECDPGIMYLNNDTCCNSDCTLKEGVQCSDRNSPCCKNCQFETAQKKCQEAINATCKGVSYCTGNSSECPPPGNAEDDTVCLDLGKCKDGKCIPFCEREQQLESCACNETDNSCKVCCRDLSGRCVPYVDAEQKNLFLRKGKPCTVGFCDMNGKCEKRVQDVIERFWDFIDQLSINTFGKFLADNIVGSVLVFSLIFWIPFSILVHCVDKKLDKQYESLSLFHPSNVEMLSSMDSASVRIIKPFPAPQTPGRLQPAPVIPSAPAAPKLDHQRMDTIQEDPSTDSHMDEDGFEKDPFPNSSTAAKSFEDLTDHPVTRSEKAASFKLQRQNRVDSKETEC
PLCb3 inh – blocks human PLC-beta3 enzyme activity; inhibition, % at 12.2 µM; Purified PLC-beta3, fluorogenic substrate, fluorescence; Q01970; actives 0.18% (n = 370,000); in the data active = inhibition above about 11%;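 also: 0% = median of compound wells on plate and 100% = full blocker control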
hgDAF12 agonist – hgDAF-12 agonism, primary luciferase screen; HEK293 GAL4-hgDAF12 UAS-luciferase reporter, agonist luminescence; normalized to butyrate control; activation, % at 6.8 µM; actives 1.8% (n = 370,000); AID 687014;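 active = activation above a cutoff set at the mean of all screened compounds plus 3 SD, cut at about 10% in these data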;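 also: 0% = DMSO wells and 100% = sodium butyrate wells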
MBD2 DNA inh – MBD2-methylated oligo binding inhibition. TR-FRET, MBD2 binding to methylated oligonucleotide. AID 686964. inhibition, % at 4.4 µM. Q9UBB5. actives 0.31% (n = 370,000); in the data active = inhibition above about 13%
Target sequence (Q9UBB5 whole entry, looked up): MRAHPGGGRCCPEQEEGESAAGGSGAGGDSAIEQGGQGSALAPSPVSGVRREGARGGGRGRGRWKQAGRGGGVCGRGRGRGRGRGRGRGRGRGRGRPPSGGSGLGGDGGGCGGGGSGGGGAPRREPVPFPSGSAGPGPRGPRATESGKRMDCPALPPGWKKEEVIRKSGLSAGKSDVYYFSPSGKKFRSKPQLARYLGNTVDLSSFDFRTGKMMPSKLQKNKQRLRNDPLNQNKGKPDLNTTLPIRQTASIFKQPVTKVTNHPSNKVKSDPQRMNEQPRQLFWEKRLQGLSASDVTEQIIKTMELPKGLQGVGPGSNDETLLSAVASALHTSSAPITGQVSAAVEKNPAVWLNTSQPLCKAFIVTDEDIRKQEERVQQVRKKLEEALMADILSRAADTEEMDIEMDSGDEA
DAX1 inh-1 – DAX1 (NR0B1) inhibition, primary screen | inhibition, % at 6.8 µM | HEK293T StAR-luciferase reporter, SF-1/DAX-1 repression relief | AID 652010 | actives 1.1% (n = 370,000);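 active = inhibition above the mean over all tested compounds plus 3 SD, cut at about 3.6% in these data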;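 also: 0% = DAX-1 cells with DMSO and 100% = cells lacking DAX-1 with DMSO; higher inhibition means more luminescence from relief of DAX-1 repression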
ssDAF12 agonist – activators of S. stercoralis DAF-12 nuclear receptor. HEK293 ssDAF-12/GRIP1 lit1-tk-luc reporter, luminescence; % of 3 µM dafachronic acid response. activation, % at 6.8 µM. actives 1% (n = 370,000). AID 652126;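 active = activation above the mean over all tested compounds plus 3 SD, cut at about 0.9% in these data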;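 also: 0% = DMSO-only wells and 100% = 3 µM delta7-dafachronic acid wells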
DAX1 inh-2 – inhibitors of human orphan nuclear receptor DAX1 (NR0B1). P51843. HEK293 Gal4-DAX1 luciferase reporter, luminescence. inhibition, % at 6.75 µM. actives 0.99% (n = 340,000). AID 504766;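 active = inhibition above the mean over all tested compounds plus 3 SD, cut at about 4.2% in these data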;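 also: 0% = DAX1-transfected cells with DMSO and 100% = empty-vector control cells with DMSO; inhibition shows as a rise in luminescence from relieved DAX1 repression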
Numbers without * were called inactive; i = inactive; . = not tested or not shown; & = joins results of further samples; ! = a repeat was not active.

molecule	SMARCA2 activ	PLCg1 inh	Rev-erbA mod	hcDAF-12 act	ADAM17 inh	PLCb3 inh	hgDAF12 agonist	MBD2 DNA inh	DAX1 inh-1	ssDAF12 agonist	DAX1 inh-2
Cc1ccc2[nH]c(O)c(N=NC(=O)C(C)n3cnc4ccccc4c3=O)c2c1 (centres undefined)	2	4	5	1.1	3	4	-0.4	-2	-0.6	-0.7	1.4
O=C(NCCCCCc1nc2ccccc2[nH]1)c1ccccc1Cl	-1	6	-3	0.1	2	-5	-1.7	-3	0.1	-1.3	2.6
CC(=O)c1cccc(NC(=O)C2CCCN2S(=O)(=O)c2ccccc2C(F)(F)F)c1 (centres undefined)	-3	0	-5	-0.2	-6	0	-0.7	7	-0.1	-1.1	-1.1
CCn1c(=O)cc(OCC(=O)N2CCN(c3cccc(C(F)(F)F)c3)CC2)c2ccccc21	-4	0	-4	-1.6	4	-1	-3.6	1	-1.4	-2.2	-1.1
CC(=O)c1ccc(S(=O)(=O)N2CCCc3ccccc32)cc1	2	7	5	1.8	2	-1	-3.2	3	-0.1	-1.2	2.7
Cc1ccc2c(COC(=O)C3CC(=O)N(c4ccc5c(c4)OCCO5)C3)cc(=O)oc2c1 (centres undefined)	-1	-6	-3	-1.9	-2	-8	-0.6	0	0.6	-1.4	1.0
CCCCCCN1CCN(C2CN(Cc3cn(Cc4ccc(C)cc4)nn3)S(=O)(=O)C2)CC1 (centres undefined)	-3	15*	-6	-0.3	4	7	-5.3	4	-0.3	-0.8	.
Nc1nnc(-c2ccc(Cl)c(Cl)c2)s1	3	-18	2	2.9	-12	-22	1.1	-5	0.1	-0.7	5.8*
COCCN(C(=O)CSc1nnc(-c2cccc(F)c2)n1N)c1c(N)n(CC(C)C)c(=O)[nH]c1=O	-2	0	3	-0.7	-4	-5	-0.1	1	2.0	-0.6	-0.1
O=C(CCCc1nc(-c2ccccc2Cl)no1)NCc1cccnc1	0	-3	0	-1.2	-6	-1	-2.9	3	-2.3	-1.7	-0.8
Cc1cc(C)c(S(=O)(=O)Nc2ccc(C(N)=O)cc2)c(C)c1	0	1	1	-0.6	0	1	-1.1	1	-0.2	0.0	-0.5
Cc1csc(SCC(=O)Nc2cccc(C)c2C)n1	-1	-3	0	0.7	-2	-7	4.5	0	-1.1	-1.7	0.5
COc1ccc(S(=O)(=O)N2CCCCCC2)cc1NC(=O)Cc1ccc(OC)c(OC)c1	-2	3	-5	-1.0	3	5	-1.9	-2	-1.2	0.2	0.3
O=C(O)c1csc(-n2nc(-c3ccccc3)cc2C(F)(F)F)n1	3	-2	-7	-0.6	-4	-2	3.6	-1	-0.3	-0.9	0.9
CCCCN(CC)Cc1ccc(CNC(=O)Nc2ccc(OC)cc2OC)o1	1	1	0	-1.4	-2	-2	-1.5	-2	-0.3	-1.0	-0.9
Cc1ccc(-c2nc3ncccc3o2)cc1NC(=O)CC(C)C	-2	-10	6	-2.6	-23	-11	6.2	0	-0.2	-1.2	0.3
CCCCCOC(=O)c1ccccc1C(=O)O	-3	0	1	-1.1	0	2	-1.1	3	-0.5	-1.2	0.6
CSc1ccc(C(=O)N2CCC(CCC(=O)NC3CC3)CC2)cc1	2	0	0	-1.4	-4	1	1.9	3	-2.1	-1.4	0.1
COc1ccc(C)cc1NC(=O)C(OC(=O)CNC(=O)c1cc(C)cc(C)c1)c1ccccc1 (centres undefined)	3	0	-1	-0.7	4	0	1.0	3	0.2	-1.6	-0.9
CC12CCC(C(N)=O)(C1Br)C2(C)C (centres undefined)	-3	-2	-5	-3.6	4	-4	4.4	6	-0.5	-0.3	-1.1
O=C(Nc1ccc(-n2cc(Br)cn2)cc1)c1ccncc1	-2	0	1	-1.6	-3	-3	1.1	3	-0.3	-1.2	0.3
O=C(Nc1ccc(C(=O)N2CCCC2)cc1)C1CCC1	1	2	-3	-0.1	-3	0	0.6	5	1.7	-1.2	-0.5
CCC(=O)Nc1ccc(N2CCN(C(=O)c3cccs3)CC2)cc1	1	0	2	-0.7	1	2	0.6	1	-0.1	-1.2	-0.8
Cc1ccc(N2CC(C(=O)N3CCC(C(=O)NCCCOC(C)C)CC3)CC2=O)cc1 (centres undefined)	-3	2	5	-0.6	-2	-8	-0.3	2	0.1	-1.4	1.1
COc1ccc(CC(=O)N2CCN(c3ccccn3)CC2)cc1	3	1	-1	-0.7	-3	2	-3.0	3	-0.7	-1.7	1.3

(listing goes on)
molecule	SMARCA2 activ	PLCg1 inh	Rev-erbA mod	hcDAF-12 act	ADAM17 inh	PLCb3 inh	hgDAF12 agonist	MBD2 DNA inh	DAX1 inh-1	ssDAF12 agonist	DAX1 inh-2
O=C(NC1CCCCC1)c1cccs1	6	2	-2	-0.8	-1	4	2.0	5	0.5	-0.9	-0.6
COc1ccc(/C=C/C(=O)Nc2ccccc2C)cc1S(=O)(=O)N1CCOCC1	-3	0	4	-3.8	-1	-10	-2.5	-4	-2.3	-2.8	-4.4
CC1CN(S(=O)(=O)c2cccc(C(=O)Nc3ccc4c(c3)CCC4)c2)CC(C)O1 (centres undefined)	-4	0	1	-2.8	1	0	-3.0	-1	-1.7	-2.3	-4.4
COc1ccc(-c2nc(CNS(=O)(=O)c3ccc(OC)c(OC)c3)cs2)cc1	-2	-2	4	1.2	-7	-4	-3.3	3	0.8	-1.1	-0.6
O=C(NCCc1ccc(F)cc1)C1CCCCC1	1	2	-1	-0.7	1	1	5.5	0	0.6	-0.4	0.0
COC(=O)c1ccccc1NC(=O)COc1ccccc1	-1	-1	-1	-0.9	3	0	1.3	-3	-0.6	-0.1	-0.6
Cc1c(C(=O)Nc2c(C)n(C)n(-c3ccccc3)c2=O)oc2c(Cl)cccc12	-2	4	4	-1.3	-4	-8	1.7	2	0.8	-0.7	0.1
CCc1nc2c(OCc3ccc(Cl)cc3Cl)cccn2c1N(C)C(=O)C(C)C	-1	0	1	-1.9	5	1	-3.9	-6	-1.6	-0.9	.
CCCN(CCO)Cc1ccc2ccccc2c1	1	4	7	-3.2	-1	0	0.0	0	0.3	-1.1	1.0
NCC(O)CN1CCN(Cc2ccccc2)CC1 (centres undefined)	-1	-1	-2	1.1	5	-2	-2.6	0	-0.6	-0.8	0.1
CCCC(=O)C1C(=O)CC(C)(C)C(c2cc(C)no2)C1=O (centres undefined)	-1	3	1	-0.1	-6	-4	-0.4	6	-0.5	-0.8	1.0
N#CCc1ccc(NC(=O)c2cc(S(=O)(=O)N3CCOCC3)ccc2Cl)cc1	-3	2	-7	0.7	2	-4	-3.2	3	-3.0	-1.5	-1.5
Cc1cccc(NC(=O)C(C)N2C(=O)c3ccccc3S2(=O)=O)n1 (centres undefined)	0	-1	-6	-0.5	-2	-22	2.0	-5	-0.5	-0.9	0.4
CCOC(=O)C1(CC)Oc2ccccc2C(c2ccc(OC)cc2)=C1C(=O)OC (centres undefined)	1	-5	8	-1.5	2	-9	0.3	1	-2.6	-1.7	-1.5
COc1ccc(Cl)c(-c2cc(C(=O)NCc3ccco3)[nH]n2)c1	2	3	-2	-0.4	-1	0	2.1	1	2.2	-0.9	.
CCOC1=C2CN(S(=O)(=O)c3ccc(C)cc3)[C@H](c3ccccc3)C[C@@H]2N(S(=O)(=O)c2ccccc2)[C@H](c2ccccc2)C1	-3	-5	1	-0.6	-2	-3	0.1	0	-0.3	-0.6	.
O=C(N/N=C1\CCc2ccccc21)c1ccccc1O	10.0*	-13	1	6.1*	-2	-10	8.4	0	4.4*	0.7	0.2
O=C(COC(=O)Cn1cnc2ccccc2c1=O)Nc1cc(Cl)ccc1[N+](=O)[O-]	-1	-1	2	5.6*	1	-1	-0.5	-4	0.3	0.6	0.0
Cn1c(=O)c2[nH]c(SCCN3CCCCC3)nc2n(C)c1=S	6	-1	0	0.0	-2	2	1.9	0	0.2	-1.4	3.2
CC(C)c1ccc(/C=C/C(=O)NCCC2=CCCCC2)cc1	-4	0	2	-2.3	4	2	5.9	1	0.6	-2.2	-0.5
CCc1ccc(/C=C2/SC(=S)N(CCCC(=O)Nc3cccc(C(=O)O)c3)C2=O)cc1	-9	0	-13	-0.8	-7	-2	-6.3	-1	1.1	-1.9	0.3
COc1ccc(CN2CCNC(=O)C2CC(=O)N(C)Cc2nc(C)cs2)c(OC)c1 (centres undefined)	1	-8	2	0.6	-5	-16	2.2	-4	1.4	-0.9	2.6
CCOc1ccc(N(C(C)C(=O)N2CCOCC2)S(C)(=O)=O)cc1 (centres undefined)	-2	-1	1	0.4	-3	-4	-0.8	-2	-0.7	-1.5	2.3
O=C1Nc2ccccc2/C1=C\C(=O)c1ccccc1	0	-3	1	-0.9	0	-8	-1.9	0	-0.7	-1.3	-1.9
CC1(C)CC(NC(=O)CCc2ccccc2)CC(C)(C)N1	-3	0	-3	1.3	-4	0	-0.8	2	0.2	-1.7	1.2

Individual results from the list.
hcDAF-12 act result of CCCCCCN1CCN(C2CN(Cc3cn(Cc4ccc(C)cc4)nn3)S(=O)(=O)C2)CC1 (centres undefined) is entered as -0.3
PLCb3 inh result of CCOc1ccc(N(C(C)C(=O)N2CCOCC2)S(C)(=O)=O)cc1 (centres undefined) is entered as -4

Additional results.
molecule	SMARCA2 activ	PLCg1 inh	Rev-erbA mod	hcDAF-12 act	ADAM17 inh	PLCb3 inh	hgDAF12 agonist	MBD2 DNA inh	DAX1 inh-1	ssDAF12 agonist	DAX1 inh-2
COc1cc2nc(-c3ccc(Br)o3)oc(=O)c2cc1OC	-1	-4	6	-1.6	-2	0	-1.6	7	0.1	-0.4	0.9
c1cnc(NC2CCCCCC2)nc1	-2	-2	1	-1.5	-4	0	1.2	-1	1.2	-1.5	-0.3
CC1(c2ccccc2)CC(c2ccccc2)=C(C#N)C(=O)N1 (centres undefined)	-4	0	-2	-0.6	-2	2	-4.9	5	-1.9	-0.9	1.1
C/C(CC(=O)NC1CCCC1)=N\NC(=O)c1ccc([N+](=O)[O-])c(Cl)c1	-4	14*	0	0.7	5	8	5.0	2	-0.6	-1.2	0.9
COC(=O)C1C(O)=C(C=Nc2ccc(N)cc2)C(=O)CC1(C)C (centres undefined)	-1	2	0	2.4	-1	-1	2.4	-4	-0.5	-1.5	-0.3
COc1ccc(CNC(=O)C2(C)Cc3c(-c4ccc(N(C)C)cc4)ccnc3O2)cc1OC (centres undefined)	-2	-438	-1	-1.7	-222	i	-1.0	-6	-1.7	-1.6	.
COc1ccc(Nc2c(C)cccc2C)cc1	1	6	1	-1.0	4	3	1.1	-2	-0.4	-0.7	0.6
COc1ccc(C)cc1NC(=O)CSc1nnnn1Cc1ccccc1	4	5	-3	-2.2	1	3	-1.2	1	-0.9	-1.4	-1.4
N=Nc1c(O)n(CC(=O)Nc2ccccc2)c2ccccc12	-1	2	4	-0.8	0	-5	-2.1	-8	0.2	-1.2	-0.5
C=CCCC(=O)N1C[C@H]2CON(C)[C@H]2C[C@H]1c1ccc(Br)cc1	-4	0	-3	-0.6	-2	-3	1.2	0	-0.1	-0.3	3.9
Cn1c(=O)n(CC(=O)O)c(=O)c2c1nc1n2CCS1	1&5	0&3	-3&1	-1.4&4.5	0&-2	0&-8	-0.9&9.5	-1&2	-0.3&1.8	-1.1&0.1	6.4*!
